Screening data: PubChem BioAssay, National Center for Advancing Translational Sciences (NCATS)
Pol iota inh – qHTS for Inhibitors of Polymerase Iota | DNA polymerase iota (Homo sapiens), Q9UNA4 | Pol iota fluorescent replication assay, 10 min | Potency, µM (top dose mostly 115 µM), for inactives: at the top dose activity, negative = inhibition, actives largely listed as inhibitors | 390,000 compounds, 1% hits
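Fluorescent replication assay read twice, at 0 min and 10 min after adding 50 nM (final) substrate. Enzyme (10 nM) and compounds were first incubated 15 min at room temperature; enzyme-free buffer wells were negative controls.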
G9a block – qHTS Assay for Inhibitors of Histone Lysine Methyltransferase G9a. G9a H3K9 monomethylation, AlphaScreen, 2 h. 350,000 compounds, 8.8% hits. Potency, µM (titrated, usually from 102 µM), for the others: at the highest dose activity, negative = inhibition, hits mostly inhibitors. Histone-lysine N-methyltransferase EHMT2 (Homo sapiens), Q96KQ7. AID 504332, 2011; note: % is set by controls: 0 for no effect and ±100 for the full control effect; nearly all actives have a fitted effect of over 75% in size
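Signal arises when biotinylated H3K9 peptide, once monomethylated, bridges streptavidin donor and antibody-captured acceptor beads. Enzyme at 20 nM was preincubated 15 min with test compounds; peptide 500 nM and SAM 20 uM then reacted for 2 h.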
BLM helicase inh – qHTS Assay for Inhibitors of Bloom's syndrome helicase (BLM); Potency, µM (highest dose often 56.1 µM), for inactives: at the highest dose activity change, negative = inhibition, hits mostly inhibitors; recombinant BLM DNA unwinding, fluorescence dequenching; 350,000 compounds, 0.2% hits; AID 2528, 2010;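 note: plate controls were vehicle for no effect and no enzyme for full effect; nearly all actives have a fitted effect of over 35% in size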
Pin1 inhibitor – qHTS Assay to Find Inhibitors of Pin1; Peptidyl-prolyl cis-trans isomerase NIMA-interacting 1 (Homo sapiens), Q13526; Pin1 FP peptide displacement, HiFluor488, 10 min; Potency, µM (titrated, usually from 115 µM), for inactives: at the top dose activity, negative = inhibition, actives largely listed as inhibitors; 390,000 compounds, 0.009% hits; active = well fitted inhibition curve with a large enough effect in the polarisation, with a control signal flat, not every such curve was filed as active; inconclusive = small, poorly fitted or top-dose-only effect, or effect the other way, or a change in a side signal; inactive = no such curve, though single readings can be large or run the other way; the % refers to the polarisation; note: % is set by controls: 0 for no effect and ±100 for the full control effect
Target sequence (Q13526 whole entry, looked up): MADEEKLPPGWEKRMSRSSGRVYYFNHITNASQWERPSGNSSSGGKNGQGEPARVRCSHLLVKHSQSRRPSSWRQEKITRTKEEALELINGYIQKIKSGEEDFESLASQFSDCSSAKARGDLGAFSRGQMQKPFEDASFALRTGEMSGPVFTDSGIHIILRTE
GLS inhibitor – qHTS for Inhibitors of Glutaminase (GLS); Potency, µM (top dose mostly 45.5 µM), for inactives: at the top dose activity change, negative = inhibition, most hits filed as inhibitors; Glutaminase kidney isoform, mitochondrial (Homo sapiens), O94925; 410,000 compounds, 0.21% hits; GLS enzymatic activity, qHTS titration; note: % is set by controls: 0 for no effect and ±100 for the full control effect
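Read-out is an Amplex red fluorescence increase coupled through glutamate oxidase and HRP, measured before and after 30 min room-temperature incubation. hKGA is in 45 mM KH2PO4 (pH 8.2) with 0.02% Tween-20; glutamine added as 1mM solution.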
Tb PGK inh – qHTS Assay to Find Inhibitors of Phosphoglycerate Kinase; 380,000 compounds, 0.043% hits; Phosphoglycerate kinase, glycosomal (Trypanosoma brucei brucei), P07378; PGK/GAPDH coupled, Kinase-Glo luminescence, 60 min; Potency, µM (highest dose often 57.5 µM), for the others: at the highest dose activity change, negative = inhibition, usual class: inhibitors; note: % is set by controls: 0 for no effect and ±100 for the full control effect; nearly all actives have a fitted effect of over 60% in size
Target sequence (P07378 whole entry, looked up): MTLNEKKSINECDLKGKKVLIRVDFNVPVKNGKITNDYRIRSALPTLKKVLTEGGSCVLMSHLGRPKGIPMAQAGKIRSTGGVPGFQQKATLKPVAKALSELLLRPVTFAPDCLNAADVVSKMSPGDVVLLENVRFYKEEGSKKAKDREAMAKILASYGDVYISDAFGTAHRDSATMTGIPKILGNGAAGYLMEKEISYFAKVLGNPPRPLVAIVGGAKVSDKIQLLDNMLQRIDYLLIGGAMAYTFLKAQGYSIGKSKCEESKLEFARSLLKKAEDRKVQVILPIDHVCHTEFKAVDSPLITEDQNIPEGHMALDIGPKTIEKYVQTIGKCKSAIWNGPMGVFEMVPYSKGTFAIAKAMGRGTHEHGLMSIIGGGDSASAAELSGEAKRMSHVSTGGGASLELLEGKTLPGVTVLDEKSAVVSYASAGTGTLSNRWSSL
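Recombinant glycosomal PGK reaction used 1,3-bisphosphoglycerate generated in-well by GAPDH (100nM final) in 100mM TEA pH 7.6, 5mM MgCl2, 0.01% Tween-20. After 60 minutes at room temperature, ATP was read by Kinase-Glo Plus luminescence end-point.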
HP1b binding inh – HTS for Inhibitors of HP1-beta Chromodomain Interactions with Methylated Histone Tails. Potency, µM (series often up to 114 µM), for the others: at the highest dose activity change, negative = inhibition, usual class: inhibitors. AID 540317, 2011. Chromobox protein homolog 1 (Homo sapiens), P83916. AlphaScreen HP1-beta / biotin-H3K9me3 peptide binding. 390,000 compounds, 0.56% hits; note: nearly all actives have a fitted effect of over 70% in size; inactives centre near 23
Target sequence (P83916 whole entry, looked up): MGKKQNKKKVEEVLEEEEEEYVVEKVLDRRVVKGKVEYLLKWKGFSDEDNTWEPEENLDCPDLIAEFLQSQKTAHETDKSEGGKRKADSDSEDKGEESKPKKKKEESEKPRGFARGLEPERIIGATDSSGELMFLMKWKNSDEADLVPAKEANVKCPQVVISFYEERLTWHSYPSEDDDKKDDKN
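AlphaScreen: HP1-beta (50 nM) preformed 30 min with biotin-H3(1-18)K9me3 peptide (50 nM) in PBS pH 7.4, 0.01% Tween-20. Compound added for 30 min at RT, then streptavidin donor/nickel chelate acceptor beads (10 ug/mL) for 30 min.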
BAZ2B inh – qHTS Assay for Inhibitors of BAZ2B | Bromodomain adjacent to zinc finger domain protein 2B (Homo sapiens), Q9UIF8 | AlphaScreen BAZ2B-H3K14Ac peptide displacement | Potency, µM (doses to about 114 µM), inactives show at the highest dose activity change, negative = inhibition, actives largely listed as inhibitors | 360,000 compounds, 4.4% hits | AID 504333, 2011; note: % is set by controls: 0 for no effect and ±100 for the full control effect; nearly all actives have a fitted effect of over 60% in size
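Protein-peptide AlphaScreen: BAZ2B 50 nM, b-H3K14Ac 50 nM, 1x PBS pH 7.4 + 0.01% Tween-20. Preincubation 30 min RT; cpd 30 min RT (top 110 uM); beads 20 min RT, light-protected.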
JMJD2A Tudor – qHTS Assay for Inhibitors of JMJD2A-Tudor Domain; AlphaScreen JMJD2A-Tudor / H3K4me3 peptide binding; Lysine-specific demethylase 4A (Homo sapiens), O75164; Potency, µM (highest dose often 114 µM), inactives show at the top dose activity change, negative = inhibition, hits mostly inhibitors; 390,000 compounds, 4.4% hits; note: % is set by controls: 0 for no effect and ±100 for the full control effect; nearly all actives have a fitted effect of over 50% in size
An asterisk follows results filed as active; i = inactive; ? = inconclusive; . = not tested or not shown; [ ] = remark or other dose. Unless noted, calls come from the whole dose curve; as a rule, active = well fitted curve in the direction sought with a large enough effect; inconclusive = small, poorly fitted or top-dose-only effect, or another doubt; inactive = no such curve, though single readings can be large; an effect the other way counts as inactive or inconclusive. Potency is the fitted concentration of half-maximal effect. These rows are one share of the data (hit frequency here may not be typical).

SMILES | Pol iota inh | G9a block | BLM helicase inh | Pin1 inhibitor | GLS inhibitor | Tb PGK inh | HP1b binding inh | BAZ2B inh | JMJD2A Tudor
Cc1c(Cl)cccc1NC(=O)c1cc(-c2ccccc2O)n[nH]1 | -15% | -10% | -4% | -6% | 13% | 4% | 27% | -3% | -5%
CCCOc1ccccc1-c1nc(SCCC(=O)O)n[nH]1 | -30% | 11µM* | 1% | -10% | -10% | 0% | 34% | -4% | -22%
COCCNC(=O)C(c1ccc(C)o1)N(C(=O)c1snc(C(N)=O)c1N)c1cccc(C)c1 (centres undefined) | 21% | 13% | -2% | -14% | -2% | . | 9% | -31% | -18%
COc1ccc(C(=O)O)cc1S(=O)(=O)NCCCN1CCCC1=O | -12% | 26%[59 µM] | 2% | 0% | -2% | -1% | 9% | 15% | -31%
C=CCNC(=O)COc1ccccc1C#N | ? | -4% | 0% | -2% | 1% | 0% | 20% | -4% | 1%
CCOCCOC(=O)c1ccc(NC(=O)C2COc3ccccc3O2)cc1 (centres undefined) | -15% | . | ? | -1% | -4% | -4% | 26% | -19% | -11%
CC[C@]12c3[nH]c4ccc(OC)cc4c3CCN1C(=O)C(CC(=O)NCCCOC)C[C@@H]2C(=O)N1CCN(C(=O)c2ccco2)CC1 (some centres undefined) | -7% | . | . | 0% | 13% | 2% | 25% | . | -14%
CC(=O)c1ccc(OCC(O)CN2CCN(Cc3ccccc3)CC2)cc1 (centres undefined) | -27% | ? | -2% | 2% | -3% | i | 60%[activator] | -7% | ?
C=C(C)c1cccc(C(C)(C)NC(=O)NCCCn2ccnc2)c1 | 36%[activator] | 3%[59 µM] | -3% | -11% | 13% | -7% | 22% | 0% | -28%
Cc1c(NC(=O)c2cccc(NC(=O)COc3cccc(Br)c3)c2)c(=O)n(-c2ccccc2)n1C | 48%[activator] | . | . | -1% | -7% | i | 42% | . | 1%
Cc1nc2ccc(NC(=O)C(F)(F)F)cc2o1 | 25% | 13%[59 µM] | -1% | 4% | 3% | 4% | 38%[activator] | -5% | -8%
CCOC(=O)N1CCN(C(=O)C(CC)n2nc(C)c3sc4ccccc4c3c2=O)CC1 (centres undefined) | 2% | 2% | -2% | 10% | -5% | -4% | 43%[activator] | 0% | -1%
CN(C)C=Nc1c(C(=O)c2ccccc2)sc2nccc(N(C)C)c12 | 24% | ? | 1% | 13% | -7% | -6% | 23% | -25% | -13%
O=C(O)c1cccc(NC(=O)c2cc(NC(=O)c3ccccc3)cc(NC(=O)c3ccccc3)c2)c1 | 48%[activator] | 20%[59 µM] | -9% | 0% | -23% | 2% | 16% | -24% | -16%
CC(C)Cn1c(=O)c2sccc2n2c(CCCC(=O)N3CCC(N4CCCCC4)CC3)nnc12 | 34%[activator] | 18% | 1% | 1% | -4% | i | 30% | -10%[57.1 µM] | -2%

The list goes on, overlapping the part above by 6 compounds.
SMILES | Pol iota inh | G9a block | BLM helicase inh | Pin1 inhibitor | GLS inhibitor | Tb PGK inh | HP1b binding inh | BAZ2B inh | JMJD2A Tudor
Cc1c(NC(=O)c2cccc(NC(=O)COc3cccc(Br)c3)c2)c(=O)n(-c2ccccc2)n1C | 48%[activator] | . | . | -1% | -7% | i | 42% | . | 1%
Cc1nc2ccc(NC(=O)C(F)(F)F)cc2o1 | 25% | 13%[59 µM] | -1% | 4% | 3% | 4% | 38%[activator] | -5% | -8%
CCOC(=O)N1CCN(C(=O)C(CC)n2nc(C)c3sc4ccccc4c3c2=O)CC1 (centres undefined) | 2% | 2% | -2% | 10% | -5% | -4% | 43%[activator] | 0% | -1%
CN(C)C=Nc1c(C(=O)c2ccccc2)sc2nccc(N(C)C)c12 | 24% | ? | 1% | 13% | -7% | -6% | 23% | -25% | -13%
O=C(O)c1cccc(NC(=O)c2cc(NC(=O)c3ccccc3)cc(NC(=O)c3ccccc3)c2)c1 | 48%[activator] | 20%[59 µM] | -9% | 0% | -23% | 2% | 16% | -24% | -16%
CC(C)Cn1c(=O)c2sccc2n2c(CCCC(=O)N3CCC(N4CCCCC4)CC3)nnc12 | 34%[activator] | 18% | 1% | 1% | -4% | i | 30% | -10%[57.1 µM] | -2%
Cc1c(C(=O)NCc2ccc3c(c2)OCO3)oc2ccc(S(=O)(=O)N3CCC(C)CC3)cc12 | 17% | -11%[59 µM] | -11% | 28% | 4% | -5% | 20% | -1% | -2%[57.1 µM]
CCc1ccc(CNC(=O)CN(c2ccc(C)cc2)S(=O)(=O)N(C)C)cc1 | 44%[activator] | 11%[59 µM] | -4% | -2% | 13% | 0% | 37%[activator] | 0% | -5%
Cc1cccc(C(=O)OC(C)CN2C(C)CCCC2C)c1 (centres undefined) | -6% | ? | 1% | -13% | 20% | 2% | 74%[activator] | -5% | -16%
O=C(CN(c1ccccc1F)S(=O)(=O)c1ccccc1)Nc1ccccc1C(=O)N1CCOCC1 | 22% | . | 0% | 4% | 0% | 1% | 25% | 0% | -10%
Cc1ccc(-c2nnc(N3CCC(C)CC3)c3ccccc23)cc1 | 24% | -2% | -2% | -3% | 17% | i | 33% | -13% | -22%
CNC(=O)COC(=O)C1CCN(S(=O)(=O)c2ccc3c(c2)OCCO3)CC1 | ? | 23%[12.7 µM] | . | 7% | 2% | 3% | 23% | 5% | -10%
O=C(CCN1C(=O)C2CC=CCC2C1=O)Nc1nc(-c2ccc(F)c(F)c2)cs1 (centres undefined) | ? | -3%[59 µM] | . | 10% | 5% | 6% | 11% | 3% | -18%
CCOCCn1ccc2c(OCC(=O)Nc3ccccc3OC)cccc2c1=O | 4% | -8% | . | 1% | -2% | -4% | 1% | 9% | -17%
Cc1ccc(Oc2ccc(/C=N/O)cn2)cc1 | -9% | 77%[activator][59 µM] | -1% | -2% | ? | i | -9% | ? | -32%[11.4 µM]
COc1cc(C=C(C(C)=O)C(C)=O)ccc1O | -5% | ? | -4% | 8% | 35%[activator] | -7% | 37% | 3% | 4%
Cc1nn(S(=O)(=O)c2cccc([N+](=O)[O-])c2)c(C)c1S(=O)(=O)N1CCOCC1 | 23% | -4%[59 µM] | -2% | 14% | -6% | 7% | 84%[activator] | -27% | 79µM*
O=C1C=CC(=O)N1Nc1ccc(Br)cc1 | 84%[activator] | 10%[59 µM] | 2% | -2% | 0% | i | 49%[activator] | 0% | -12%
c1ccc2cc(CSCc3nc4ccccc4[nH]3)ccc2c1 | 0% | 8% | -7% | 43%[activator] | -1% | -3% | 17% | -28% | -13%
C=CCOc1ccc(/C=C2\SC(=S)N(NS(=O)(=O)c3ccccc3)C2=O)cc1 | ? | 27%[2.33 µM] | -10% | -20% | 18% | -16% | -25% | 50µM* | ?
CC(O)[C@H]1CNC(=O)C(=O)N1CCCCC1CCCCC1 (some centres undefined) | -2% | 16%[59 µM] | 0% | 2% | 0% | -3% | 17% | 4% | -14%
N#CC1=C(N)OC2=C(CCc3ccccc32)C1c1ccccc1 (centres undefined) | -5% | ? | -16% | -1% | 53%[activator] | i | -8% | -36% | -29%
CCCN(CCC)C(=O)c1c[nH]c2ccc(S(=O)(=O)N(C)c3ccc(OCC)cc3)cc2c1=O | 25% | -23%[59 µM] | -3% | 20% | 1% | -9% | 28% | 3% | -13%
COC(=O)N/N=C/c1cccs1 | 28% | 10% | 0% | -6% | 2% | -6% | 29% | 4% | -8%
COc1ccc(C(=O)N/N=C(/C)c2cccc(NC(=O)c3ccncc3)c2)cc1OC | -20% | -2%[0.501 µM] | 0% | 1% | 2% | 0% | 20% | -8% | -12%
COc1cc(OC)cc(C(C)=O)c1 | 8% | -2%[59 µM] | -4% | -1% | 10% | i | 19% | -18% | -10%
O=C(c1cccn2c(=O)c3cc(Cl)ccc3nc12)N1CCN(Cc2ccc3c(c2)OCO3)CC1 | -4%[58.9 µM] | 17%[59 µM] | 3% | 1% | -2% | -10% | 71%[activator] | 11% | 7%
CC1Oc2ccccc2N(Cc2cccnc2)C1=O (centres undefined) | -3%[58.9 µM] | -28% | -2% | -5% | 1% | -5% | 12% | 2% | -6%
COc1cccc(C(=O)OCc2cc(=O)oc3c(C)c(C)ccc23)c1OC | 83%[activator] | -5% | -1% | -5% | -3% | -5% | 2% | -7% | 79µM*
CN(CC(=O)Nc1cccc(F)c1)C(=O)CCN1C(=O)C2CC=CCC2C1=O (centres undefined) | 14% | 26%[12.7 µM] | . | -4% | -3% | -5% | 26% | -2% | -9%
O=C(NCc1ccc(F)cc1)C(=O)NCC1OCCN1S(=O)(=O)c1ccc2c(c1)OCCO2 (centres undefined) | 6% | -6% | -5% | -2% | -6% | 3% | 11% | -11% | 4%
